KCNH2 WT inh: inhibitors of human wildtype KCNH2 potassium channel; Q12809; U2OS, BacMam KCNH2, thallium flux FluxOr; hits give low values; activity change, % at 1.84 µM; 340,000 compounds, 0.37% hits;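 active = maximum activity change below -70%; inconclusive = maximum activity change between -70% and -50%; inactive = maximum activity change above -50%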; note: % is set by controls: 0 for no effect and ±100 for the full control effect
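U2OS cells were transduced with wild-type KCNH2 virus (2.03 x 10^8 / mL) for 4 h at room temperature, then cultured overnight at 37 C. Thallium flux was read with FluxOr dye. Rate constants were normalized to DMSO controls.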
Mito fusion act: inhibitors of mitochondrial division or activators of mitochondrial fusion. 320,000 compounds, 0.23% hits. Potency, µM (highest dose often 46.1 µM), inactives show at the top dose growth rescue (activation), usual class: activators. S. cerevisiae fusion-defective mutant growth rescue, CellTiterGlo 48 h;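 note: potency is the fitted concentration of half-maximal effect; % of control where 0% means no effect; nearly all actives have a fitted effect of over 45% in size; temperature-sensitive fusion mutants such as fzo1-1 at 37 °C on non-fermentable ethanol glycerol medium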
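Compounds are tested for their ability to restore growth of mitochondrial fusion-defective yeast strains at non-permissive 37C in YPEG medium over 48 hours. Viability is quantified by luciferase luminescence.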
A-T KAP1 phos: candidate therapy for ataxia-telangiectasia | […] A-T fibroblasts, KAP-1 phosphorylation AlphaLISA; neocarzinostatin DNA damage 30 min before lysis | Potency, µM (series often up to 57.5 µM), inactives show top-dose activation, most hits filed as activators | 320,000 compounds, 0.19% hits; note: potency is the fitted concentration of half-maximal effect; % of control where 0% means no effect; nearly all actives have a fitted effect of over 45% in size
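ATM-like activity read as KAP-1 phosphorylation via AlphaLISA donor/acceptor antibody pairs after lysis and 6 hr at 25C. Cells were ATM-null patient fibroblasts ([…], hTERT), dosed 60 min, then exposed to the DSB inducer NCS for 30 min.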
KCNH2 3.1 inh: KCNH2 3.1 (human) potassium channel inhibition; 340,000 compounds, 0.95% hits; AID 720553; U2OS KCNH2 3.1, thallium flux FluxOr; hits give low values; activity change, % (tested at about 1.8 µM);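 active = maximum activity change below -70%; inconclusive = maximum activity change from -70% to -50%; inactive = maximum activity change above -50%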;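 note: thallium influx rate constant from kinetic fluorescence after stimulation buffer; % is set by controls: 0 for no effect and ±100 for the full control effect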
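Channel expression came from 3.1 mutant virus (1.77 x 10^8 /mL) applied to suspended U2OS cells for 4 h. Flux was tracked with FluxOr dye plus Red40 quencher, and kinetic rate constants normalized to controls.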
TSHR antagonist: human thyrotropin receptor antagonism; TSHR-expressing cells, TSH-stimulated cAMP HTRF, 2 h; hits give low values; activity change, negative = inhibition, % at 11.5 µM; 330,000 compounds, 0.2% hits; AID 504810;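 active = activity change below a set negative limit, meaning inhibition stronger than a set level, cut at about -70% in these data; inconclusive = activity change between two set negative limits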; note: % is set by controls: 0 for no effect and ±100 for the full control effect
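Cell-based HTRF cAMP assay; TSHR cells + compound, TSH EC80 (4nM final), 2 h, 37 deg C. Lysis with anti-cAMP cryptate and cAMP-d2, 30 min RT, read 665/620 nm.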
Eya2 phos inh: blocks the phosphatase activity of human Eya2 | AID 488837 | 330,000 compounds, 0.006% hits | Potency, µM (top dose mostly 76.9 µM), for inactives: at the highest dose activity, negative = inhibition, usual class: inhibitors | recombinant Eya2, OMFP fluorescence dephosphorylation (OMFP is methylfluorescein phosphate); note: potency is the fitted concentration of half-maximal effect; % is set by controls: 0 for no effect and ±100 for the full control effect
Target sequence (O00167 whole entry, looked up): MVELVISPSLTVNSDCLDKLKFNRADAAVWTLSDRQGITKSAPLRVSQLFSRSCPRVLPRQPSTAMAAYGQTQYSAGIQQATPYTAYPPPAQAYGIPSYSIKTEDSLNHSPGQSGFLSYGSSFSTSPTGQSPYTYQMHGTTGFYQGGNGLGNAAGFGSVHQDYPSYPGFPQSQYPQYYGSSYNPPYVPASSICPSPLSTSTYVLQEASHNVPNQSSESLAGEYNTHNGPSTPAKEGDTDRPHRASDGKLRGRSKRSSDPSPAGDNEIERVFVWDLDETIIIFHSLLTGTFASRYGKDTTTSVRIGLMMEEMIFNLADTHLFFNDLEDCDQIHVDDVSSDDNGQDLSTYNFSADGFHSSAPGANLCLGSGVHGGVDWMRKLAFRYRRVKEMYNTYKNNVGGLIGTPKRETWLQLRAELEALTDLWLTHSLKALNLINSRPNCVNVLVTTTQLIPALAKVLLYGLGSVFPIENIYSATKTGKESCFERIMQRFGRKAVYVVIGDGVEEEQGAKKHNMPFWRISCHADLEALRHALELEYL
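Eya2 (0.2 uM) preincubated 10 min at ambient with compound, then OMFP substrate added at 50 uM; 10 min reaction in 50 mM HEPES pH 7.5, 50 mM NaCl, 5 uM MgCl2, 0.05% BSA, 1 mM DTT. Fluorescence read at Ex 485/Em 525 nm.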
TCR act: activators of T cell receptors; primary human leukocytes, anti-CD3, IL-2 HTRF, 48 h; Potency, µM (highest dose often 9.22 µM), without a hit: at the top dose activation of IL-2 secretion, hits mostly activators; 330,000 tested, under 10 active; AID 504894; note: % of control where 0% means no effect
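1) Mix primary human leukocytes, a-CD3 beads and compound. 2) Incubate 48 hr. 3) Add HTRF IL-2 reagents (a-IL-2-K, a-IL-2-d2).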
TRPV1 agonist: agonists of human vanilloid receptor 1 (TRPV1); Q8NER1; TRPV1-expressing cells, Fluo-8 calcium influx, agonist mode; activation, % at 8.33 µM; 320,000 compounds, 0.19% hits; AID 540275; in the data active = activation above about 80%; inconclusive = between about 30% and that limit; note: 0% is about no effect
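Fluo-8 calcium influx in TRPV1-expressing cells, kinetic read (ex 480/em 520 nm). Compound added and read 3 min for agonist activity, followed by capsaicin at EC20 final and 2 min further read for enhancement.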
USP2a block: USP2a (human) protease inhibition; O75604; USP2 core, Ub-CHOP2 coupled fluorogenic reporter, 485/531; Potency, µM (top dose mostly 38.3 µM), for inactives: at the highest dose activity change, negative = inhibition, hits mostly inhibitors; 330,000 compounds, 0.01% hits; AID 463254;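 note: potency is the fitted concentration of half-maximal effect; plate controls were DMSO wells for no effect and full inhibition by NEM control for full effect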
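Deubiquitinase activity read as fluorescence (485/531 nm) after Ub-CHOP2 cleavage activates the enterokinase reporter on its substrate; USP2 core 10nM, Ub-CHOP2 and substrate 25nM each, 30min compound preincubation then 60min RT; data normalized to NEM, curves fitted.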
ELG1 repair inh: ELG1-dependent DNA repair inhibition; Potency, µM (highest dose often 46.1 µM), for inactives: at the highest dose activity change, negative = inhibition, hits mostly inhibitors; HEK293T ELG1-luciferase reporter, luminescence, 16 h; DNA damage induced by 5-fluorouridine; 330,000 compounds, 2.3% hits; note: potency is the fitted concentration of half-maximal effect; % is set by controls: 0 for no effect and ±100 for the full control effect; nearly all actives have a fitted effect of over 55% in size
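In this reporter screen, reduction of luminescence relative to DMSO vehicle indicated activity. Compounds and 5-fluorouridine were added together to 2,000 cells per well, incubated for 16 hr at 37 °C, then developed with ONE-Glo.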
* hit, by the source's call; i = inactive; ? = inconclusive; . = no result given; [ ] = remark or other dose. Unless noted, calls come from the whole dose curve; as a rule, active = well fitted curve in the direction sought with a large enough effect; inconclusive = small, poorly fitted or top-dose-only effect, or another doubt; inactive = no such curve, though single readings can be large; an effect the other way counts as inactive or inconclusive. A portion of the library; the hit share may differ from the screen's.

molecule,KCNH2 WT inh,Mito fusion act,A-T KAP1 phos,KCNH2 3.1 inh,TSHR antagonist,Eya2 phos inh,TCR act,TRPV1 agonist,USP2a block,ELG1 repair inh
CC(=O)Oc1ccc(N2C(=O)C3C4C=CC(C5CC45)C3C2=O)cc1[N+](=O)[O-] (centres undefined),5,2%,6%,-16,2,-2%,4%[46.1 µM],1,0%,13%
CN(c1ccc(OCC(=O)OCC(=O)Nc2ccccc2F)cc1)S(=O)(=O)c1cccs1,25,3%,-6%,-17,-6,5%,4%[46.1 µM],16,2%,0%
CCOC(=O)C1CCCN(C(=O)c2ccc3oc(CCc4ccccc4)nc3c2)C1 (centres undefined),1,16%,-4%,-29,-12,-3%,5%,13,2%,?
COc1ccc(CN(C)C(=O)[C@H](Cc2ccccc2)NC(=O)c2ccco2)c(OC)c1,-3,14%,-3%,9,-15,1%,8%,5,0%,?
O=C(NC1CCCN(Cc2ccc(Cl)cc2)C1)c1cccc(F)c1 (centres undefined),38,-1%,4%,-3,5,8%,1%,21,-1%,4%
O=C(CN(CCc1ccccc1)C(=O)CNS(=O)(=O)c1ccc(F)cc1)NCc1ccco1,13,-1%,5%,-9,7,11%,4%,14,0%,8%
Cc1cccc(-c2noc(CN(C(=O)c3ccc(Br)o3)C(C)C)n2)c1,2,7%,4%,-1,4,-7%,3%,?,2%,?
CC(NC(=O)C(=O)NCCN1CCN(C(=O)c2ccc([N+](=O)[O-])cc2)CC1)c1ccccc1 (centres undefined),21,14%,3%,14,10,15%,4%,-1,1%,?
COc1ccc(NC(=O)C2(c3ccc(NC(=O)c4ccc(OC(C)=O)cc4)cc3)CCCC2)cc1,10,0%,6%,-10,12,-4%,4%,-2,-1%,3%
N#CC1=C2Nc3ccccc3N2C(=O)NC1(c1ccccc1)C(F)(F)F (centres undefined),-5,0%,-2%,-12,-1,-11%,4%,-1,-2%,-14%
O=C(C[C@@H]1NS(=O)(=O)OC2CCCCC21)c1ccccc1 (some centres undefined),-5,1%,9%,4,4,4%,7%,3,0%,0%
O=C(C(Cc1ccccc1)n1cccc1)N1CCCCC1 (centres undefined),3,3%,13%,4,-11,-11%,11%,14,2%,-5%
CCOc1ccccc1C(=O)Nc1nncs1,10,-1%,0%,7,-1,2%,.,-3,0%,2%
COc1ccc(N/C(C)=C2/C(=O)C(=O)N(CCO)C2c2ccc(Br)cc2)cc1 (centres undefined),-2,-8%,6%,-5,-8,3%,-2%,2,-2%,-11%
CCOc1ccc(S(=O)(=O)NCCCn2ccnc2)cc1,22,-3%,7%,8,-10,2%,-51%,4,-2%,-9%
Cc1ccnc(NS(=O)(=O)c2ccc(C(C)(C)C)cc2)c1,.,1%,5%,.,-7,-13%,.,-1,-1%,1%
O=C(Nc1ccc(N2CCOCC2)cc1)c1cc2c(s1)CCCCC2,-1,-1%,0%,-3,-10,-2%,2%,16,-1%,-20%
Cc1ccc(NC(=O)Nc2ccc3c(c2)OCO3)cc1F,-15,-5%,3%,0,-4,-15%,-6%,4,-1%,?
Cc1ccccc1Nc1nc(N)nc(CSc2ccccc2)n1,i,12%,6%,-3,-10,1%,-8%[46.1 µM],0,0%,?
O=C(/C=C/c1ccco1)NCCCN1CCN(CCCNC(=O)/C=C/c2ccco2)CC1,-12,-4%,-5%,-11,7,4%,0%[46.1 µM],0,-1%,-4%

Full records from above. Order of values: KCNH2 WT inh | Mito fusion act | A-T KAP1 phos | KCNH2 3.1 inh | TSHR antagonist | Eya2 phos inh | TCR act | TRPV1 agonist | USP2a block | ELG1 repair inh
CCOC(=O)C1CCCN(C(=O)c2ccc3oc(CCc4ccccc4)nc3c2)C1 (centres undefined) is listed as 1 | 16% | -4% | -29 | -12 | -3% | 5% | 13 | 2% | ?
COc1ccc(N/C(C)=C2/C(=O)C(=O)N(CCO)C2c2ccc(Br)cc2)cc1 (centres undefined) is listed as -2 | -8% | 6% | -5 | -8 | 3% | -2% | 2 | -2% | -11%

New compounds follow
molecule,KCNH2 WT inh,Mito fusion act,A-T KAP1 phos,KCNH2 3.1 inh,TSHR antagonist,Eya2 phos inh,TCR act,TRPV1 agonist,USP2a block,ELG1 repair inh
O=C(O)CSc1nnc(-c2ccccc2)o1,-17,-3%,19%,-8,29,-5%,0%,-2,-1%,6%
CCCCn1c(=O)[nH]c(=O)c2c1nc(CN1C(=O)c3ccccc3S1(=O)=O)n2CCC,5,0%,0%,-15,-7,-5%,-6%,2,7%,?
O=C(COC(=O)COc1ccc(Nc2ccccc2)cc1)NCc1ccco1,7,-2%,0%,1,-1,16%,0%,-3,-1%,6%
O=C1CCC/C=C/C[C@H](CC(=O)N(CCO)Cc2ccccc2)C(=O)N[C@@H](Cc2ccccc2)CO1,-12,.,3%,-1,17,-10%,-6%,.,-2%,17%
Cc1ccc(NC(=O)c2c(NC(=O)CCC(=O)O)sc3c2CCCCC3)cc1,-13,-1%,-3%,-2,-14,1%,2%,-1,3%,?
CCN1CCN(c2ccc(S(=O)(=O)N3CCOCC3)cc2NC(=O)c2ccc(C)c(C)c2)CC1,-4,10%,-1%,1,-3,6%,-2%,-2,5%,8%
CC1(C)Cc2cccc(OCC(=O)NCCc3ccc(S(N)(=O)=O)cc3)c2O1,4,-4%,-2%,-5,-2,-3%,-1%,25,-1%,2%
O=c1c2ccccc2nc(SCc2cc(F)ccc2F)n1C1CCCC1,1,-1%,1%,10,12,-5%,.,2,0%,5%
Cc1nnc(NC(=O)C2C3C=CC(O3)C2C(=O)O)s1 (centres undefined),.,2%,9%,.,14,-1%,.,4,-5%,0%
COc1cccc(NC(=O)Cn2nnc(C(=O)NCc3cccs3)c2N)c1,2,4%,-8%,-6,-2,-14%,2%,10,1%,8%
Cc1cccc(NC(=O)c2ccccc2O)c1C,-21,-9%,-6%,17,22,5%,0%,17,-1%,?
CC(C)(C)c1nc(SCC(=O)Nc2nc3c(s2)CCCC3)c2ccccc2n1,-7,-2%,-1%,-28,13,5%,8%,20,2%,3%
COc1cc(OC)cc(-c2cc(NC(C)=O)n[nH]2)c1,-5,-5%,3%,7,4,-1%,2%[46.1 µM],-2,1%,?
CC1CCCN(C(C(=O)Nc2ccc(C(C)C)cc2)c2ccc3c(c2)OCO3)C1 (centres undefined),11,15%,1%,-5,-4,7%,-4%,3,-12%,-5%
c1ccc(Nc2ccc(-n3ccnc3)nn2)cc1,1,-3%,0%,4,4,-6%,-6%,0,3%,12%
CCCCCCC1CC(CC(=O)Nc2ccc([N+](=O)[O-])cc2)C(=O)O1 (centres undefined),-7,22%,4%,-37,3,1%,18%[46.1 µM],19,1%,-9%
CCOc1ccc(N2C(=O)CC(N(CCc3ccccc3)C(=O)/C=C/C(=O)O)C2=O)cc1 (centres undefined),-3,-12%,7%,13,1,7%,-2%,2,0%,6%
N#CCOC(=O)/C=C/c1ccc2c(c1)OCO2,-2,-2%,-5%,-10,9,0%,-9%,-1,4%,9%
COc1ccc(NC(=O)CN(C)C(=O)c2cccc(S(=O)(=O)Nc3ccc(F)cc3)c2)cc1,35,-2%,5%,-10,8,10%,3%,-2,2%,1%
CCN(CC(=O)NC1CCS(=O)(=O)C1)c1nc(-c2cccnc2)nc2ccccc12 (centres undefined),2,2%,-1%,-1,46,3%,-3%,1,1%,-26%

Sorted by value in TCR act (ascending): four of the compounds above.
canonical_smiles	TSHR antagonist	Eya2 phos inh	TCR act	TRPV1 agonist
O=C1CCC/C=C/C[C@H](CC(=O)N(CCO)Cc2ccccc2)C(=O)N[C@@H](Cc2ccccc2)CO1	17	-10%	-6%	.
CCN(CC(=O)NC1CCS(=O)(=O)C1)c1nc(-c2cccnc2)nc2ccccc12 (centres undefined)	46	3%	-3%	1
Cc1cccc(-c2noc(CN(C(=O)c3ccc(Br)o3)C(C)C)n2)c1	4	-7%	3%	?
COc1ccc(NC(=O)C2(c3ccc(NC(=O)c4ccc(OC(C)=O)cc4)cc3)CCCC2)cc1	12	-4%	4%	-2

Bioassay records: PubChem, National Center for Advancing Translational Sciences (NCATS)
